NR5A2 inv ag – NR5A2 inverse agonism in reporter assay | O00482 | 360,000 compounds, 0.13% hits | inhibition, % at 3.6 µM | AID 602396 | HEK293T StAR-luciferase reporter, LRH-1 transfected, 24 h;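 active = inhibition above the mean inhibition of all tested compounds plus 3 SD, cut at about 73% in these data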;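 note: 0% = DMSO wells and 100% = reporter-only cells lacking LRH-1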
Target sequence (O00482 whole entry, looked up): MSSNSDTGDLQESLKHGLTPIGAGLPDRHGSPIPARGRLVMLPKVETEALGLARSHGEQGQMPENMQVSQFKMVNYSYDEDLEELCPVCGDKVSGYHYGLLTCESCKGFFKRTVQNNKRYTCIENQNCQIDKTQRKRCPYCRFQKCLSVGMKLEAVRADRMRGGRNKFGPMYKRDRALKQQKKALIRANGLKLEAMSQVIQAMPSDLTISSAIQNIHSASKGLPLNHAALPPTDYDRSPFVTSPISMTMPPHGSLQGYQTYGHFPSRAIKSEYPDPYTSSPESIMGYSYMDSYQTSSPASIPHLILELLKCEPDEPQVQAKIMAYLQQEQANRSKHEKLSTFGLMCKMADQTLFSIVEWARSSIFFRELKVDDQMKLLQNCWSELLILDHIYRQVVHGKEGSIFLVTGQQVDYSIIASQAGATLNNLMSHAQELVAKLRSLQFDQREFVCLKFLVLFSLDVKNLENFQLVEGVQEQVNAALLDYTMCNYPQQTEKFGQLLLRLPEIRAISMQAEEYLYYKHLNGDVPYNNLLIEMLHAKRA
NCOA3 inh – inhibitors of human steroid receptor coactivator 3 (SRC3). HEK293 GAL4-SRC3 luciferase reporter, luminescence. inhibition, % at 3.6 µM. 360,000 compounds, 0.17% hits. AID 588352;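 active = inhibition above a per-campaign cutoff, the mean of all compounds plus 3 SD, cut at about 60% in these data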;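 note: 0% = DMSO-treated cells and 100% = gossypol-treated cells at 36 µM; higher means less SRC3-driven luciferase light from the GAL4 reporter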
NCOA2 inhibitor – inhibits human steroid receptor coactivator 2; 370,000 compounds, 0.17% hits; AID 651957; HEK293 GAL4-SRC2 luciferase reporter, luminescence; inhibition, % at 9 µM; Q15596;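 active = inhibition above the mean inhibition of all tested compounds plus 3 SD, set per campaign, cut at about 52% in these data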;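 note: 0% = DMSO treated cells and 100% = cells given Gossypol at 36 µM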
TRAIL sens C8 – caspase-8 TRAIL sensitization; 360,000 compounds, 1% hits; AID 624354; inhibition (viability loss, TRAIL sensitization), % at 10 µM; NB7+C8 cells + TRAIL, ATPlite viability luminescence;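 active = compounds causing at least 50% loss of cell viability in the single-dose screen, relative to plate controls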
NR2F2 inh – blocks human COUP-TFII nuclear receptor; P24468; HEK293T NGFI-A luciferase reporter, luminescence; AID 686940; inhibition, % at 8.6 µM; 370,000 compounds, 0.7% hits;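 active = inhibition above a per-plate cutoff, mean inhibition of test wells between control levels plus 3 SD, cut at about 38% in these data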;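 note: cells cotransfected with COUP-TFII expression vector driving the NGFI-A reporter; 0% = median of COUP-TF2 test wells and 100% = reporter-only cells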
Target sequence (P24468 whole entry, looked up): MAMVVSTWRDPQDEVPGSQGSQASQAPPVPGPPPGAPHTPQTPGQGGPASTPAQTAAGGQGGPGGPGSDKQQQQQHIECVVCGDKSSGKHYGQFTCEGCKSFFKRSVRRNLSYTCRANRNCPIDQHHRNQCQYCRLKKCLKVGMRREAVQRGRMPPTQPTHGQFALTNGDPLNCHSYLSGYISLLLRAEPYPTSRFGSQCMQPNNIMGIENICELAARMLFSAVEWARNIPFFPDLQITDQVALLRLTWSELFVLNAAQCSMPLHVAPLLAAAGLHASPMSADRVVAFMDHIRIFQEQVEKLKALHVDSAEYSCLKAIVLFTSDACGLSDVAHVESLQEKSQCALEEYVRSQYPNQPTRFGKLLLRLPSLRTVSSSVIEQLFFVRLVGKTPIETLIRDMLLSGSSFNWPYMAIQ
NCOA1 inh – inhibits human SRC1 coactivator | Q15788 | HEK293 GAL4-SRC1 luciferase reporter, luminescence | inhibition, % at 3.6 µM | 360,000 compounds, 0.12% hits | AID 588354;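 active = inhibition above the campaign mean plus 3 SD, with each screening campaign given its own cutoff, cut at about 60% in these data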;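 note: 0% = DMSO treated cells and 100% = gossypol at 36 µM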
TWEAK-Fn14 inh – blocks TWEAK-Fn14 interaction in a reporter cell assay | TWEAK-stimulated Fn14 reporter cells, luciferase luminescence, 8 h | inhibition, % at 10 µM | 360,000 compounds, 2% hits; in the data active = inhibition above about 50%
KKLEB tox – reduces viability of KKLEB cystic fibrosis airway cells. 360,000 compounds, 0.36% hits. activity change (cytotoxicity), % at 5 µM. KKLEB CF airway cells viability, ATPlite luminescence, overnight; stronger effect = lower value; cells stimulated with P. aeruginosa culture filtrate;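 active = corrected activity change at or below -50% at 5 µM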
LMP1 NFkB inh – reduces LMP1-driven NF-kappaB luciferase signal; LMP1-induced NF-kappaB luciferase reporter cells, luminescence; inhibition, % at 12.5 µM; 350,000 compounds, 0.69% hits; in the data active = inhibition above about 41%;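 note: 0% = neutral control wells and 100% = reference inhibitor control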
TROY signal inh – TROY signaling inhibition. Q293 LMP1-TROYcd NF-kB luciferase reporter, 4 h. inhibition, % at 10 µM. 360,000 compounds, 0.98% hits;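 active = compounds whose plate-normalised and pattern-corrected inhibition of the luciferase reporter signal at the single screening dose is 50% or more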
CF NFkB inh – blocks PAF-induced NF-kB reporter in cystic fibrosis cells; KKLEB NF-kB-GFP reporter, GFP fluorescence overnight; inhibition, % at 5 µM; AID 588850; 360,000 compounds, 0.86% hits;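 active = at least 50% inhibition at 5 µM, scaled per plate between neutral and stimulator controls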;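 note: PAF is a Pseudomonas aeruginosa culture filtrate used as stimulus; plate controls were PAF-stimulated DMSO wells for no effect and unstimulated DMSO wells for full effect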
The depositor's hits bear a star; / = not tested or not shown.

SMILES	NR5A2 inv ag	NCOA3 inh	NCOA2 inhibitor	TRAIL sens C8	NR2F2 inh	NCOA1 inh	TWEAK-Fn14 inh	KKLEB tox	LMP1 NFkB inh	TROY signal inh	CF NFkB inh
NC(=O)[C@H]1CC2(CC(c3cccc(NC(=O)COc4ccc(Cl)cc4)c3)=NO2)CN1C(=O)CC(c1ccccc1)c1ccccc1 (some centres not stated)	7	-24	-4	19	6	10	30	5	0	18	10
O=C(COc1ccccc1Br)c1ccc2c(c1)OCO2	-5	-27	-32	-16	6	-20	-23	-18	-17	-24	12
O=C(CC1SC(=Nc2ccccc2)N(CCc2c[nH]c3ccccc23)C1=O)Nc1ccccc1F (configuration not stated)	4	0	3	4	-13	6	2	5	-21	-20	-7
C=CC[C@@H](CC(=O)N(CCO)Cc1ccccc1)C(=O)N[C@@H](C)COC(=O)[C@@H](CC=C)CC(=O)OC(C)(C)C	3	-1	-19	-1	3	-8	17	4	-6	-5	4
O=C(Nc1nc2ccccc2s1)C1CCCN1S(=O)(=O)c1ccc(Cl)cc1 (configuration not stated)	-16	1	10	8	17	-35	14	7	11	11	-37
COc1ccc(C2CC(=O)C(C=NCC(C)C)=C(O)C2)cc1 (configuration not stated)	-10	17	-10	-16	-9	0	2	1	-30	2	7
CN1/C(=C\C(=O)Nc2cccc(Cl)c2)C(C)(C)c2ccccc21	5	0	-17	12	11	8	11	-10	-4	-3	15
Cc1c(Cl)cccc1NC(=S)N(C)CCC#N	4	7	-7	4	-7	-7	7	-8	-4	3	-11
Cc1ccc(C(=O)OCC(=O)NCc2cccs2)s1	-17	4	1	9	-5	-1	12	-5	0	36	13
COc1ccc(/C=C2\SC(=S)N(N3C(=O)CCC3=O)C2=O)cc1O	9	-14	-7	11	-14	-19	-4	-10	6	12	8
CC(=O)Nc1ccc(SCC(=O)OCC(=O)NC(=O)NCc2ccco2)cc1	-22	6	-2	-11	9	-8	-11	2	-3	16	8
O=C(NNC(=O)c1ccc(Cl)s1)c1csc(N2CCOCC2)n1	-10	11	-12	5	4	-13	2	-3	-5	-11	-18
Cc1ccc(C(=O)NC(=C(Cl)Cl)S(=O)(=O)c2ccccc2)cc1	-2	13	23	-2	1	-29	84*	-9	-129	-27	-9
CCOC(=O)C(N)CSC1CC(=O)N(c2ccc(OCC)cc2)C1=O (configuration not stated)	-11	10	-19	-3	9	11	2	8	3	13	2
CCOc1ccccc1N(CC(=O)NCC1CCCO1)C(=O)CCC(=O)Nc1cc(C)on1 (configuration not stated)	-7	-5	6	2	8	-18	1	7	-5	7	2
Cn1cccc1-c1nc2ccc(NC(=O)c3ccco3)cc2[nH]1	-40	-21	-23	21	-44	-12	-5	20	-7	5	-45
CC(C)(C)N1CC(c2nc3ccccc3n2Cc2ccccc2)CC1=O (configuration not stated)	-6	13	-5	-13	0	9	-9	-14	-15	-9	15
COc1ccc(N(CC(=O)NC2CCCC2)C(=O)Cn2nnc(-c3ccc(C)o3)n2)c(OC)c1	-11	6	3	-22	21	0	16	1	7	-4	-4
CCOc1cccc(NC(=O)Cc2cccs2)c1	16	-22	-3	-6	-8	5	110*	8	1	/	-10
Cc1ccc(-c2nc(-c3ccccn3)no2)cc1Cl	-29	9	49	87*	21	-35	104*	-67*	68*	82*	-6
CCN(C[C@H]1N[C@@](C)(C(=O)OC)[C@H]2C(=O)N(C)C(=O)[C@@H]12)S(=O)(=O)c1ccc(C)cc1	12	-17	0	-2	0	8	-13	-1	5	1	6
CCN(CC)S(=O)(=O)c1cc(NC(=O)c2ccc(Br)s2)ccc1C	-36	-21	-28	24	6	-23	42	3	-12	4	4
OCCOCCOc1cccc2[nH]ccc12	-11	3	-10	-9	-5	-2	6	-4	2	-3	-6
Cc1cc(S(=O)(=O)NCC2CCCO2)c(C)cc1Br (configuration not stated)	1	-4	-23	-16	-10	6	-5	2	-30	12	7
CCCCCCn1c(=O)n2n(c1=O)C[C@]1(OC(=O)NCc3ccc(OC)c(OC)c3)CN(S(=O)(=O)c3ccc(C)cc3)C[C@]1(O)C2	-38	-8	14	21	10	9	20	-6	-11	6	29
COC(=O)Cc1[nH]n(-c2ccccc2)c(=O)c1C=Nc1ccc(C)cc1	15	3	-18	-7	1	3	-14	-10	-3	12	3
COc1c(-c2ccc(O)cc2)oc2cc(O)cc(O)c2c1=O	5	14	13	-15	-28	-20	8	-5	5	-28	-12
CCCCNC(=O)C1c2cc(OC)c(OC)cc2C(=O)N(C)C1c1cccs1 (configuration not stated)	-7	6	-2	-4	-1	-1	-3	9	1	-11	-2
O=C(CN1C(=O)NC2(CCc3ccccc32)C1=O)NCc1ccc(Cl)cc1 (configuration not stated)	24	0	9	-10	-9	6	-1	7	-5	-3	-12
O=C(CCC(=O)OCC(F)(F)C(F)F)Nc1ccc(Cl)cc1	8	8	-2	7	-9	4	4	-1	0	8	6
COC(C(=O)Nc1ccc(S(=O)(=O)N2CCCCC2)cc1)c1ccccc1 (configuration not stated)	15	15	-3	-4	1	12	7	1	-16	-8	2
CN(C)C(CNC(=O)CSc1nnc(-c2ccco2)o1)c1ccccc1 (configuration not stated)	14	12	9	0	-4	11	98*	12	-10	1	-7
COc1cccc(/C=N/Nc2cc(C)nc(-c3ccccc3O)n2)c1O	-4	28	-3	57*	12	23	59*	-24	34	50	90*
CCN(CCCNC(=O)Cn1ncc2c([nH]c3ccc(C)cc32)c1=O)Cc1ccccc1	-17	-4	-21	9	-3	-18	-13	-7	3	-18	8
N/C(=N\OC(=O)Cc1ccccc1[N+](=O)[O-])c1ccc(Br)cc1	-54	12	-18	-4	-1	15	-7	6	0	-59	-29
CCc1nc2ccc(C(=O)NCCCn3ccnc3)cn2c1N(C)CCC(C)C	-2	16	-23	18	14	-1	-20	-3	/	21	11
COc1ccc(NC(=O)CSc2nc(O)cc(=O)[nH]2)c(OC)c1	8	9	5	-1	-12	9	2	-2	-1	-18	-1
COc1ccccc1C(=O)Nc1ccc(S(=O)(=O)NC2=NCCCCC2)cc1	-10	-7	-1	-11	-10	-9	1	2	5	13	-7
COC(=O)c1cc(CNC(=O)c2ccc(O)c(Cl)c2)ccc1OC	19	15	0	17	-5	-2	-13	1	8	-4	-4
CC(NC(=O)COc1ccccc1)C(=O)OCC(=O)c1cc2ccccc2o1 (configuration not stated)	1	-9	-5	-4	-3	-14	-1	4	-3	-2	-9
CC(=O)Nc1nnc(SCC(=O)N2C(C)CCCC2C)s1 (configuration not stated)	-14	17	11	1	-1	12	-15	-5	1	12	8
CC(=O)N1CCN(C(=O)c2cc(-c3ccc(Cl)s3)nc3ccccc23)CC1	23	4	-9	-16	1	-15	-41	-21	-24	-3	-7
O=C(Nc1ccc2c(c1)OCCO2)C1CCN(C(=O)c2ccc(Cl)cc2)CC1	-4	-1	-46	-3	-40	-3	15	0	4	-49	1
COc1ccc(-n2c(CN3CCC(C)CC3)nc3ccc([N+](=O)[O-])cc3c2=O)c(OC)c1	25	12	-12	-6	3	-5	16	0	-17	43	10
COc1ccc(-c2nn(-c3ccccc3)cc2C(=O)N2CCN(S(=O)(=O)c3cccc(F)c3)CC2)cc1	13	16	0	7	10	17	12	-7	7	-12	32
Cc1[nH]c(=S)c(C#N)c(C)c1C(=O)Nc1ccccc1	1	9	17	-9	15	-23	17	1	-7	-17	-16
Cc1ccc(CC(=O)OCCNC(=O)c2cccnc2)cc1	6	9	-1	-8	5	-38	-2	-5	-8	2	-9
O=C(c1ccccc1Oc1ccc(C(F)(F)F)cc1[N+](=O)[O-])N1CCOCC1	6	-1	12	-1	-9	-8	-14	-3	6	-5	-2
Brc1ccc(-c2csc(/N=C/N3CCCC3)n2)cc1	-86	-50	-28	5	-17	-23	-21	12	-16	-44	-19
CCC(C(=O)OCn1nnc2ccccc2c1=O)c1ccccc1 (configuration not stated)	-9	4	11	-9	18	5	6	-2	4	7	15
COC(=O)c1cc(NS(=O)(=O)c2ccc(C(C)C)cc2)ccc1N1CCOCC1	-3	15	-36	5	11	14	6	6	8	-10	-4
CNC(=S)Nc1ccc(C(N)=O)cc1	4	1	5	-7	3	-6	6	-1	-6	16	0

Structural class, those above containing a Cl atom.
SMILES	NR5A2 inv ag	NCOA3 inh	NCOA2 inhibitor	TRAIL sens C8	NR2F2 inh	NCOA1 inh	TWEAK-Fn14 inh	KKLEB tox	LMP1 NFkB inh	TROY signal inh	CF NFkB inh
NC(=O)[C@H]1CC2(CC(c3cccc(NC(=O)COc4ccc(Cl)cc4)c3)=NO2)CN1C(=O)CC(c1ccccc1)c1ccccc1 (some centres not stated)	7	-24	-4	19	6	10	30	5	0	18	10
O=C(Nc1nc2ccccc2s1)C1CCCN1S(=O)(=O)c1ccc(Cl)cc1 (configuration not stated)	-16	1	10	8	17	-35	14	7	11	11	-37
CN1/C(=C\C(=O)Nc2cccc(Cl)c2)C(C)(C)c2ccccc21	5	0	-17	12	11	8	11	-10	-4	-3	15
Cc1c(Cl)cccc1NC(=S)N(C)CCC#N	4	7	-7	4	-7	-7	7	-8	-4	3	-11
O=C(NNC(=O)c1ccc(Cl)s1)c1csc(N2CCOCC2)n1	-10	11	-12	5	4	-13	2	-3	-5	-11	-18
Cc1ccc(C(=O)NC(=C(Cl)Cl)S(=O)(=O)c2ccccc2)cc1	-2	13	23	-2	1	-29	84*	-9	-129	-27	-9
Cc1ccc(-c2nc(-c3ccccn3)no2)cc1Cl	-29	9	49	87*	21	-35	104*	-67*	68*	82*	-6
O=C(CN1C(=O)NC2(CCc3ccccc32)C1=O)NCc1ccc(Cl)cc1 (configuration not stated)	24	0	9	-10	-9	6	-1	7	-5	-3	-12
O=C(CCC(=O)OCC(F)(F)C(F)F)Nc1ccc(Cl)cc1	8	8	-2	7	-9	4	4	-1	0	8	6
COC(=O)c1cc(CNC(=O)c2ccc(O)c(Cl)c2)ccc1OC	19	15	0	17	-5	-2	-13	1	8	-4	-4
CC(=O)N1CCN(C(=O)c2cc(-c3ccc(Cl)s3)nc3ccccc23)CC1	23	4	-9	-16	1	-15	-41	-21	-24	-3	-7
O=C(Nc1ccc2c(c1)OCCO2)C1CCN(C(=O)c2ccc(Cl)cc2)CC1	-4	-1	-46	-3	-40	-3	15	0	4	-49	1

From PubChem BioAssay
